From PubChem
RmlCD inh mix: inhibitors of RmlC and RmlD coupled enzymes; RmlC/RmlD coupled enzyme inhibition, 384-well mixture HTS; inhibition, % at 5.5 µM; hit rate 0.39% among 110,000; in the data active = inhibition above about 30%, passing the limit was not always enough; inconclusive = no clear call, values can overlap the other calls; note: strong numbers were not always called active
RT RNaseH block: blocks HIV-1 RNase H cleavage of RNA/DNA duplex; P04585; RT-RNase H RNA/DNA duplex cleavage, fluorescence; inhibition, % at 10 µM; hit rate 1.9% among 65,000; in the data active = inhibition above about 50%
* = called active by the depositor; ? = inconclusive; · = no result given. A portion of the library; count on the stated rates, not on these rows.

SMILES	RmlCD inh mix	RT RNaseH block
COc1cccc(CC(NC(C)=O)C(=O)NC2CCN(S(=O)(=O)c3ccc4ccccc4c3)CC2)c1 (configuration not stated)	-9.8	·
Cn1c(=O)oc2cc(S(=O)(=O)NC(Cc3ccccc3)C(=O)N3CCCCC3)ccc21 (configuration not stated)	-7.1	-0.8
O=C(Nc1nccs1)c1c(O)c2cccc3c2n(c1=O)CCC3	12.4	-5.1
Cc1ccc2[nH]c(-c3ccccc3)c(CN(C)C)c(=O)c2c1	-10.5	·
CCn1c(SCC(=O)Nc2cc(C)on2)nnc1-c1ccccc1	2.6	·
COc1cccc(Cn2c(C3CC3)nc3ccc(NC(=O)c4ccco4)cc3c2=O)c1	-11.0	5.8
CCOC(=O)N1CCN(CC(=O)n2c(C)c(C)c3ccccc32)CC1	5.0	-3.7
Cc1[nH]nc2c1C(c1cn[nH]c1-c1ccc(F)cc1)C(C#N)=C(N)O2 (configuration not stated)	-9.6	1.8
COc1ccc(OC)c(-c2cc(C(=O)N3CCc4ccccc4C3)no2)c1	32.5	-14.5
CN(C)CCNc1oc(COc2ccc(Cl)cc2)nc1C#N	3.8	-9.9
O=C1CC(c2cccc(Br)c2)C2=C(CCCC2=O)N1 (configuration not stated)	·	-17.1
CCCn1cc(SCC(=O)NCC2CCCO2)c2ccccc21 (configuration not stated)	-9.3	·
COc1cc(OC)cc(-n2nc(C(=O)NCCCN3CCOCC3)c3ccccc3c2=O)c1	13.9	-14.5
O=P(c1ccccc1)(c1ccccc1)C(O)c1ccco1 (configuration not stated)	-2.8	0.3
CCOc1ccccc1OCC(=O)Nc1ccc(S(=O)(=O)Nc2nc(C)cc(C)n2)cc1	-86.3	-2.7
COc1ccc(/C=N\NC(=O)C2C(=O)NCC2c2ccccc2)cc1O (configuration not stated)	-4.5	·
O=C(CCCN1C(=O)c2ccccc2C1=O)OC1CSCC1NC(=O)c1ccccc1 (configuration not stated)	16.6	·
CSc1ccccc1NC(=O)c1cc(C)on1	7.6	·
O=C(c1ccc(Br)cc1)N1CCN(S(=O)(=O)c2ccccc2)CC1	69.2	-5.8
O=C(Cc1ccccc1[N+](=O)[O-])NCCSCc1c(F)cccc1Cl	9.8	·
N#Cc1nc(-c2ccc(OCc3ccccc3)cc2)oc1N1CCC(C(N)=O)CC1	·	44.8
Cc1ccccc1OCc1nnc(SCC(=O)N2CCc3ccccc32)n1C	2.1	·
COc1ccc(-c2nnc(SCc3ccccc3F)o2)cc1	2.8	·
Cn1nc(C(F)(F)F)c(/C=N/OC(=O)c2ccccc2)c1Cl	-4.2	·
COCCCNC(=O)c1ccc(Cn2c(=O)c3ccccc3n(Cc3ccccc3C#N)c2=O)cc1	-12.3	·
CCC(=O)N(Cc1ccc(S(N)(=O)=O)cc1)C1CC(=O)N(c2ccc(OC)cc2)C1=O (configuration not stated)	10.9	9.6
CC(C)c1ccc(C2C3=C(CC(C)(C)CC3=O)NC3=C2C(=O)c2ccccc23)cc1 (configuration not stated)	-0.7	·
O=C(Nc1ccccc1N1CCN(C(=O)c2ccc(Cl)cc2)CC1)c1cc2ccccc2o1	-10.1	24.0
COCCNC(=O)c1onc(CSc2cc(C)cc(C)c2)c1C(=O)NCCOC	20.1	·
CCCCCn1c(=O)c(C(=O)NCc2ccccn2)c(O)c2ccccc21	8.2	2.0
CCOc1ccc2[nH]c(=O)c(CN(Cc3ccco3)C(CC)c3nnnn3Cc3ccccc3)cc2c1 (configuration not stated)	-6.6	19.9
Cn1c(=O)n(C)c2cc([N+](=O)[O-])c(N3CCN(C(=O)c4ccccc4Cl)CC3)cc21	-9.3	·
CC(C)(C)C(=O)COC(=O)c1ccccc1O	4.8	·
O=C(c1csc2ccccc12)N1CCN(c2ccccn2)CC1	·	-0.8
CCCCNC(=O)c1cc2nc3c(c(C(F)(F)F)n2n1)CCc1ccccc1-3	-17.9	·
CCOC(=O)C1=C(C)NC(SCC(=O)Nc2nc(C)cs2)=C(C#N)C1c1cccs1 (configuration not stated)	·	-0.2
O=C(NCN1C(=O)C2C3C=CC(C3)C2C1=O)Nc1nccs1 (configuration not stated)	-6.4	54.6*
Cn1nnc(NC(=O)C(c2ccccc2)c2ccccc2)n1	7.2	-4.7
CC(C)CC(NC(=O)C1CCC(C)CC1)C(=O)NCc1cccnc1 (configuration not stated)	1.2	·
COc1cccc(-c2nc(N3CCCCC3C)c3ccccc3n2)c1O (configuration not stated)	-8.0	-0.4
N#CC1=C(N)N(c2ccccc2)C(=O)C1	-6.1	·
C=CCn1c(O)c(C2=c3ccccc3=NC2=O)sc1=Nc1ccc(O)cc1	5.7	18.0
Cc1occc1-c1nnc(SCC(=O)Nc2ccc(F)cc2)n1Cc1ccccc1	-63.3	0.1
Cc1nn(Cc2ccccc2)c(N)c1-c1ccccc1	5.3	-3.7
COc1ccc(CSc2nnc(N)s2)cc1F	4.6	-1.9
CCOC(=O)C1=NN(c2ccccc2)C2(S1)SC(C(C)=O)=C(C)N2c1ccccc1 (configuration not stated)	17.4	·
Cc1nn(-c2c(Cl)cc(Cl)cc2Cl)c(=O)c2ccccc12	-4.9	·
Cc1ccc(C)c(N(CC(=O)NC2CCCC2)C(=O)CCCC(=O)Nc2ccccn2)c1	-3.9	-2.5
CCOC(=O)c1c(NC(=O)/C=C/c2ccc3c(c2)OCO3)sc(C)c1CC	11.2	·
O=C(Cc1sc(-c2ccccc2)nc1-c1ccccc1)Nc1ccccc1	9.2	·
CC1CC(=O)c2cnc(Nc3ccccc3)nc2C1 (configuration not stated)	3.1	·
COc1ccc(-n2nc(C(=O)N3CCN(Cc4ccc5c(c4)OCO5)CC3)c3ccccc3c2=O)cc1	5.4	-6.3
O=C(COc1ccc2ccccc2c1)N1CCN(C(=O)c2cccs2)CC1	3.4	·
CCN(CC)S(=O)(=O)c1ccc2c(c1)C(=NO)c1cc(S(=O)(=O)N(CC)CC)ccc1-2	-24.2	·
CCOC(=O)C(CC)Sc1nc(-c2ccc(OC)cc2)nc2c1c(=O)n(C)c(=O)n2C (configuration not stated)	·	9.0
Cc1cc(C)cc(OCc2nnc(SCC(=O)OC(C)C)o2)c1	-0.9	·
CC(C)c1ccccc1NC(=O)CCCC(=O)O	11.6	-7.7
COc1ccc(CN2C3CCCC2CC(NC(=O)Nc2ccccc2)C3)cc1 (configuration not stated)	104.9	·
Cc1ccc(C(=O)Oc2oc(-c3ccco3)nc2C=Nc2ccccc2)cc1	7.8	·
N#CCCn1cc(/C=N/O)c(-c2ccc(F)cc2)n1	10.9	·

(list continues)
SMILES	RmlCD inh mix	RT RNaseH block
COc1ccc(S(=O)(=O)NCc2csc(-c3cccnc3)n2)cc1	3.0	·
CCOC(=O)N1CCN(C(=O)c2ccc(Cl)c(S(=O)(=O)N3CCOCC3)c2)CC1	3.8	3.1
Cc1nn(C)c(C)c1/C=C/C(=O)c1ccccc1	11.8	·
CN1CCN(c2ccc(NC(=O)COc3ccc(Cl)cc3Cl)cc2)CC1	6.8	-35.2
CCN(CC(=O)Nc1cccc(OC)c1)C(=O)c1ccc(C)s1	4.9	·
Cc1nn2c(c1-c1ccc(Cl)cc1)N=C(c1ccco1)CC2c1ccccc1 (configuration not stated)	-10.4	·
Nc1nnc(SCC(=O)N2CCN(c3ccccc3)CC2)n1-c1ccccc1	7.2	1.6
N#Cc1ccc(C23CC4(C2)[C@H](CN(CC2CCCCC2)[C@@H]4c2ccccc2)C3c2ccccc2)cc1 (some centres not stated)	-1.2	·
O=C(Nc1ccccc1F)C1CCN(C(=O)Cc2ccccc2)CC1	-11.6	·
COc1cc(C2NC(=O)N(C)C3=C2C(=O)CCC3)cc(OC)c1OC (configuration not stated)	-13.7	-1.7
COc1cc(/C=C(/C#N)c2ccc(C)cc2)ccc1Oc1ccc([N+](=O)[O-])cn1	11.9	·
CCN(CC)C(=O)CSc1nnc(CNc2ccc(F)cc2)o1	2.8	·
O=S1(=O)NC(=NCc2ccco2)c2ccccc21	-9.0	-9.6
COc1ccc(S(=O)(=O)Cc2ccc(C(=O)N3CCN(c4ccccc4F)CC3)o2)cc1	5.2	-8.8
COc1ccc(-c2nsc3c(N4CCN(C(=O)c5ccco5)CC4)ncnc23)cc1	16.0	44.4
CC(=O)N1CCN(c2ccc(OC[C@H]3CO[C@](Cn4ccnc4)(c4ccc(Cl)cc4Cl)O3)cc2)CC1	1.6	·
CC1(C)CC(NC(=O)c2coc(=O)c(Br)c2)CC(C)(C)N1	10.5	4.3
Cc1ccc(C)c(N2CCN(C(=O)C3CCCN(S(=O)(=O)c4cnc[nH]4)C3)CC2)c1 (configuration not stated)	6.2	-9.6
CCOC(=O)N1CCC(NC(=O)CCC(=O)N2CCOc3ccccc32)CC1	0.0	-14.4
Cc1ccc(-c2nc3n(n2)Cc2ccccc2-3)cc1	-11.3	·
O=C(c1cc2ccccc2oc1=O)N1CCN(CCc2ccccc2)CC1	?	11.3
CC(C)(C)NC(=O)CSc1nnc(-c2ccco2)n1Cc1ccco1	-12.0	-0.9
CC(=O)/C(C(=N)N1CCN(c2cccc(Cl)c2)CC1)=C(\C)O	-7.5	-9.3
O=C(Oc1cc(=O)oc2ccccc12)c1ccccc1	-16.3	·
Clc1ccc(CSc2nnc(-c3cccnc3)o2)cc1	9.8	·
C/C(=N/NC(=O)c1cc(Cl)ccc1O)C12CC3CC(CC(C3)C1)C2	17.7	·
CCc1nnc(NC=C2C(=O)OC(C)(C)OC2=O)s1	-9.8	2.6
Cc1ccccc1N/C=C/C(=C(C#N)C#N)N(C)C	12.9	·
CCCCn1cnc2c1c(=O)[nH]c(=O)n2CCCC	30.2	·
O=C(CNC(=O)/C(=C\c1ccccc1)NC(=O)c1ccc(Br)cc1)OCc1ccccc1	-8.3	·
CCOc1ccccc1-n1c(SCC(N)=O)nnc1-c1ccccc1	-4.7	-9.8
COc1cccc(CNC(=O)C2CCCN(S(=O)(=O)c3c(C)n[nH]c3C)C2)c1 (configuration not stated)	0.9	-14.2
O=C(NCCc1ccccc1)c1ccc(OCCOc2ccccc2)cc1	-6.9	·
CN(C)CCNc1oc(-c2cccc(Cl)c2)nc1C#N	3.4	·
Cc1occc1-c1nnc(SCC(=O)Nc2ccccc2)n1Cc1ccccc1	-12.2	-26.1
Cc1ccc2[nH]c(=O)c(C(c3nnnn3C3CCCC3)N(Cc3cccnc3)Cc3ccco3)cc2c1 (configuration not stated)	10.8	7.8

Full records, quoted from the list. Order of screens: RmlCD inh mix	RT RNaseH block
Profile of CCCCNC(=O)c1cc2nc3c(c(C(F)(F)F)n2n1)CCc1ccccc1-3 : -17.9	·
Profile of O=S1(=O)NC(=NCc2ccco2)c2ccccc21 : -9.0	-9.6
Profile of O=C(NCN1C(=O)C2C3C=CC(C3)C2C1=O)Nc1nccs1 (configuration not stated) : -6.4	54.6*
Profile of Cc1nn(Cc2ccccc2)c(N)c1-c1ccccc1 : 5.3	-3.7
Profile of Cc1ccc(-c2nc3n(n2)Cc2ccccc2-3)cc1 : -11.3	·

Further entries.
SMILES	RmlCD inh mix	RT RNaseH block
Cc1ccc(CSc2nc3c(c(SCC(=O)O)n2)CCCC3)cc1	5.6	·
Cc1cc(C)n(-c2ccc3cccc(NS(C)(=O)=O)c3n2)n1	4.1	-2.2
N#Cc1nc(N2CCCC2)nc(N2CCCC2)n1	2.2	-11.9
CCc1ccc(/C=N/NC(=O)c2ccc(OC3CCCC3)cc2)s1	-9.2	·
CC(=O)c1sc(N2C(=O)c3oc4ccccc4c(=O)c3C2c2ccc(C)o2)nc1C (configuration not stated)	·	70.8*
C=CCn1c(Br)nc2c1c(=O)[nH]c(=O)n2C	3.3	3.5

Some of the entries above in a different format:
Value order – RmlCD inh mix	RT RNaseH block
CC1CC(=O)c2cnc(Nc3ccccc3)nc2C1 (configuration not stated)
→ 3.1	·
COc1ccc(-n2nc(C(=O)N3CCN(Cc4ccc5c(c4)OCO5)CC3)c3ccccc3c2=O)cc1
→ 5.4	-6.3
O=C(COc1ccc2ccccc2c1)N1CCN(C(=O)c2cccs2)CC1
→ 3.4	·
CCN(CC)S(=O)(=O)c1ccc2c(c1)C(=NO)c1cc(S(=O)(=O)N(CC)CC)ccc1-2
→ -24.2	·
